# Bim-Bfl-1: human Bim-Bfl-1 interaction inhibition | Q16548 | Bead-based flow cytometry, Bim-Bfl-1 binding inhibition | inhibition, % at 10 µM | 0.12% of 190,000 active | AID 1008;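 further: 0% = wells without compound plus tracer and 100% = blocker peptide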
# GSH bead fluor: GSH bead compound fluorescence profile; GSH beads flow cytometry, compound fluorescence 488/530 nm; hits give high values; fluorescence (KMESF) at 10 µM; 0.25% of 190,000 active; in the data active means fluorescence above about 89;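 further: glutathione beads carrying GST-tagged Bcl family fusion proteins plus one bare bead set; values are compound well signal with DMSO vehicle wells as background; inactives centre near 16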
# Bim-Bcl-XL: disrupts Bim peptide binding to human Bcl-XL; bead flow cytometry, fluorescence; 0.04% of 190,000 active; Q07817; inhibition, % at 10 µM
# Target sequence (Q07817 whole entry, looked up): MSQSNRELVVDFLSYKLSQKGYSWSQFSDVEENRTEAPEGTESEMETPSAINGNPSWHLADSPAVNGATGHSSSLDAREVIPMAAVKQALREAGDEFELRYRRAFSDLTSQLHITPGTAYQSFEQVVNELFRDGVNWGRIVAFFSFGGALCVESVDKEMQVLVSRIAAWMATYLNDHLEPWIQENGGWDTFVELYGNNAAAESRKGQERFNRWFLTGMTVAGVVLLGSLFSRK
# Bcl-W Bim block: disrupts Bim peptide binding to human Bcl-W | inhibition, % at 10 µM | 0.02% of 190,000 active | bead-based flow cytometry | Q92843;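 further: 0% = bound tracer without compound and 100% = peptide blocker; higher means less fluorescent Bim peptide bound to Bcl-W beads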
# RGS4-Gao reg: human RGS4-Galphao interaction regulation | P09471 | Multiplexed bead flow cytometry, RGS4-Galphao binding; actives lie on both sides | binding response (% of control), % at 10 µM | 0.33% of 220,000 active | AID 1415; in the data active means binding response below about 49% or above about 150%; inactive means in between;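 further: fluorescent Galphao activated with aluminum fluoride binding bead-coupled RGS4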
# Target sequence (P09471 whole entry, looked up): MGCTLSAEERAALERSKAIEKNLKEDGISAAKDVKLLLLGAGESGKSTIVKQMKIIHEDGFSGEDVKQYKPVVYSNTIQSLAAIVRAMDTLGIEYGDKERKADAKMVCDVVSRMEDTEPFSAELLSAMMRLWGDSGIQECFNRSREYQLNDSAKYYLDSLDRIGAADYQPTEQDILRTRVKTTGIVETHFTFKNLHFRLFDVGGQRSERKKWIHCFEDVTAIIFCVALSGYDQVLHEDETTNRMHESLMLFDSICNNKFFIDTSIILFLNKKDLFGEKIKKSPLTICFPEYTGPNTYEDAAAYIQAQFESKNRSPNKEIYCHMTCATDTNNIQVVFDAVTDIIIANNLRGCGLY
# Bim-Bcl-B: disrupts Bim peptide binding to human Bcl-B | Q9HD36 | bead-based flow cytometry | inhibition, % at 10 µM | 0.073% of 190,000 active;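 further: 0% = tracer peptide without compound and 100% = reference inhibitor peptide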
# Target sequence (Q9HD36 whole entry, looked up): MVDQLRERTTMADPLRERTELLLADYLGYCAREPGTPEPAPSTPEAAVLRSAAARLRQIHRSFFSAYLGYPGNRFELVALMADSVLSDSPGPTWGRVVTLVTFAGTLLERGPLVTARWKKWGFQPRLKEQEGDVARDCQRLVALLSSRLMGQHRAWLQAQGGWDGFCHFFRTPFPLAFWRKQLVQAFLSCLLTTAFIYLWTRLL
# Avidin fluor: compound fluoresces at 488/530 nm on avidin beads | compound fluorescence 488/530 nm, flow cytometry; hits give high values | fluorescence (KMESF) at 10 µM | 0.38% of 220,000 active | AID 1775; in the data active means fluorescence above about 47; further: inactives centre near 10
# RGS7-Gao reg: human RGS7-Galphao interaction regulation. AID 1439. Multiplexed bead flow cytometry, RGS7-Galphao binding; actives lie on both sides. 0.35% of 220,000 active. P09471. binding response (% of control), % at 10 µM; in the data active means binding response below about 49% or above about 150%; inconclusive means no clear call, values can overlap the other calls; inactive means in between;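 further: fluorescent Galphao held in activated GDP-AlF4 state binding bead-coupled RGS7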
# ABCG2 inh: human ABCG2 inhibition, ABCB1 as counter-screen; IgMXP3 cells, JC-1 efflux, flow cytometry; inhibition, % at 6.6 µM; 0.1% of 190,000 active;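 active means inhibition above 80%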;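 further: 0% = DMSO and 100% = nicardipine control wells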
#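 Assay system – ABCG2 IgMXP3 and barcoded ABCB1 CCRF-Adr cell mix · Input – 3 million cells/mL in well · Reagent – JC-1 fluorescent substrate · Compound – single test compound dose, 6.6 µM final · Timing – 10 min exposure at 25 °C with rotation, no wash · Detection – flow cytometry of retained JC-1 fluorescence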
# ABCB1 inh: human ABCB1 inhibition, ABCG2 as counter-screen. P08183. inhibition, % at 6.6 µM. CCRF-Adr cells, JC-1 efflux, flow cytometry. 0.067% of 190,000 active. AID 1326; in the data active means inhibition above about 40%;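 further: 0% = vehicle and 100% = reference inhibitor; higher value means more JC-1 retained so stronger ABCB1 efflux block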
# Bcl-2 Bim block: disrupts Bim peptide binding to human Bcl-2 | P10415 | Bead-based flow cytometry, Bim peptide-Bcl-2 binding | inhibition, % at 10 µM | 0.06% of 190,000 active | AID 950; in the data active means inhibition above about 40%; inconclusive means no clear call, values can overlap the other calls;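 further: 0% = no compound wells with probe peptide and 100% = reference peptide inhibitor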
# Target sequence (P10415 whole entry, looked up): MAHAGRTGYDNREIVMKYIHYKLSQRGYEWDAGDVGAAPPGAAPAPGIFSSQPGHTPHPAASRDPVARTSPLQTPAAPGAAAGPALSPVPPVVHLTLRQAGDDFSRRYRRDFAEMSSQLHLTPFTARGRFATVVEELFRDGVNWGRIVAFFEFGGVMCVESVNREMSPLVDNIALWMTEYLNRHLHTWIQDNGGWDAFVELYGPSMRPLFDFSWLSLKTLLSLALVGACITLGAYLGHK
# * = called active by the depositor; ? = inconclusive; · = no result given. Unless noted, no stated cut-off is given here; in the data, active means inhibition above about 40%.
nr	canonical_smiles	Bim-Bfl-1	GSH bead fluor	Bim-Bcl-XL	Bcl-W Bim block	RGS4-Gao reg	Bim-Bcl-B	Avidin fluor	RGS7-Gao reg	ABCG2 inh	ABCB1 inh	Bcl-2 Bim block
1	CC1=C(C(=O)OC(C)C)C(c2ccccc2)NC(=S)N1C (stereo not given)	-2	10	-7	-4	101	-10	3	102	3	0.4	-3
2	CCc1nnc(NC(=O)C2c3ccccc3Oc3ccccc32)s1	-2	35	-2	-2	91	-7	5	95	0	1.0	-2
3	Cc1cc([N+](=O)[O-])ccc1NC(=O)Nc1ccccc1F	-4	15	-1	-2	100	-3	11	?	106*	1.8	0
4	CC1CCCN(C(=O)C2CCN(S(=O)(=O)c3cccc4cccnc34)CC2)C1 (stereo not given)	-9	21	-4	0	100	-4	9	103	2	0.3	-5
5	COc1ccccc1Oc1ccc(NC(=O)c2ccc(Cl)cc2)cc1	-4	19	-1	0	108	-6	6	100	2	-0.5	0
6	C=CCOc1c2ccc(C(=O)NCCc3ccc(C)cc3)cc2nn1C	-2	19	0	-3	98	-1	9	97	8	0.6	-2
7	COc1ccc(/C=N/NC(=O)c2ccncc2)cc1Cn1nc([N+](=O)[O-])c(Br)c1C	2	15	20	10	101	8	9	100	-6	-1.2	5
8	Cc1cc2ncn(C3CC(=O)N(Cc4ccccc4)C3=O)c2cc1C (stereo not given)	-9	46	-6	0	99	-6	15	100	1	1.0	-8
9	O=C(CCn1c(=O)oc2ccccc21)N1CCN(c2ccc(F)cc2)CC1	-9	14	-2	0	104	6	26	105	5	0.7	-1
10	Cc1ccc(C(=O)NCCSCc2ccc(Cl)cc2Cl)cc1[N+](=O)[O-]	-9	14	-5	-5	102	-6	10	97	2	-0.1	0
11	Cc1ccc(-c2n[nH]c(=S)n2/N=C\c2ccco2)cc1	-3	15	-7	-10	100	-10	3	103	-8	-1.8	-2
12	COc1ccc(NC(=O)c2ccc(-c3ccccc3)cc2)cc1NS(=O)(=O)c1ccc(F)cc1	-5	10	-2	0	96	-4	15	96	1	-0.2	-5
13	CNC(=O)c1cc2cccc(OC)c2oc1=O	-13	24	0	6	98	-1	33	99	7	0.4	-3
14	COc1ccc(C)cc1NC(=O)C1C2C=CC(C2)C1C(=O)O (stereo not given)	0	26	-1	0	101	-1	9	101	10	0.4	0
15	O=c1[nH]c(N2CCN(Cc3ccccc3)CC2)nc2c1CCC2	1	10	-2	-5	107	0	2	106	-1	0.1	-3
16	O=C(Nc1ccc(Cl)cc1)C1CC2CCCC(C1)C2=O (stereo not given)	-7	22	-15	-6	98	-5	6	101	0	0.0	-27
17	N#CCSc1nnc(C2CCCCC2)n1Cc1ccccc1	-11	34	-18	0	105	-11	13	104	6	1.9	-7
18	O=C1CC(c2ccccc2)CC(O)=C1C=Nc1ccccc1 (stereo not given)	-3	14	-4	-1	105	-5	9	105	2	0.3	0
19	CCN1CCN(CCCN(Cc2ccco2)C(=S)Nc2ccc(C)c(Cl)c2)CC1	-6	9	-4	0	100	-14	14	?	2	1.6	-4
20	c1ccc(-c2nc(-c3ccco3)cs2)nc1	-5	22	-2	2	92	-8	15	94	0	-3.1	-10

# Later entries
nr	canonical_smiles	Bim-Bfl-1	GSH bead fluor	Bim-Bcl-XL	Bcl-W Bim block	RGS4-Gao reg	Bim-Bcl-B	Avidin fluor	RGS7-Gao reg	ABCG2 inh	ABCB1 inh	Bcl-2 Bim block
21	C=CCC1(NCc2ccco2)CCN(CC)CC1	-3	20	-3	0	102	-9	12	110	5	0.8	-1
22	N#Cc1c(N2CCOCC2)nc(N2CCCCC2)c2c1CCN(C1CCCCC1)C2	-15	12	-3	-1	97	-9	9	98	14	2.3	-10
23	CCOc1ccc(NC(=O)C2CC(=O)N(C(C)C)C2)cc1 (stereo not given)	-5	51	0	1	99	-4	15	99	1	0.3	0
24	COC(=O)c1ccc(NC(=O)CN(c2ccc(OC)cc2)S(C)(=O)=O)cc1	-2	13	0	-1	101	0	16	98	2	0.7	-3
25	Fc1ccc(F)c(C2=NNC(=Nc3ccccc3F)SC2)c1	-8	14	-7	-4	97	-6	9	100	-1	-0.2	-6
26	CCOC(=O)c1c(NC(=O)COc2ncnc3ccccc23)sc(C)c1C	5	5	4	6	92	5	0	93	2	0.9	6
27	Cc1nc(Nc2ccc(F)cc2)[nH]c(=O)c1CCC(C)C	-15	25	-3	0	101	-4	31	99	6	0.7	-5
28	O=C(CCC1CCCC1)Nc1cccc(Cc2ccncc2)c1	-5	20	-3	-3	103	-3	11	98	7	1.1	-4
29	COc1cc(-c2nnc(SC(C)C(=O)Nc3c(C)n(C)n(-c4ccccc4)c3=O)o2)cc(OC)c1OC (stereo not given)	-8	26	-12	-5	103	-6	12	103	7	0.2	-9
30	COC(=O)c1ccccc1NC(=O)N1CCN(c2ccc(F)cc2)CC1	2	18	-1	-3	97	0	7	?	0	0.0	0
31	COCCCNC(=O)c1c(N)n(/N=C/c2cccnc2)c2nc3ccccc3nc12	0	9	0	1	103	0	38	102	10	4.0	-3
32	COCCn1c(=N)c(C(=O)NCCc2ccc(OC)cc2)cc2c(=O)n3cccc(C)c3nc21	0	33	0	-1	88	0	10	89	-6	1.4	2
33	CSc1nc2ccccc2n1CC(=O)Nc1ccccc1	-1	22	0	0	100	1	11	100	-1	-2.3	-1
34	COC(=O)CC1C(=O)NCCN1C(=S)Nc1cccc(C)c1 (stereo not given)	-10	13	1	1	100	-1	10	95	-1	-0.5	-6
35	CCCNC(=O)C1=C(C)C(=O)OC12CCC(C)CC2 (stereo not given)	-9	19	-3	1	103	-4	9	100	-2	-2.0	-2
36	COc1cccc(-c2csc(/C(C#N)=C/Nc3cc4oc5ccccc5c4cc3OC)n2)c1	0	13	-1	-1	108	-2	8	105	-1	-0.1	-1
37	Cc1c(/C(Cc2ccccc2)=N/O)c2ccccc2n1C	0	23	-7	-4	98	-8	19	99	0	0.1	5
38	CCCSc1nc(N2CCOCC2)c2c(c1C#N)CCCC2	-1	13	4	1	101	3	20	96	10	0.7	3
39	Cc1c(Cl)cccc1NC(=O)COC(=O)c1c2c(nc3ccccc13)CCN(Cc1ccccc1)C2	4	9	-2	-1	106	2	14	102	15	·	2
40	COc1ccccc1OCCOc1ccc(/C=C2/C(=N)N3OC(C)=CC3=NC2=O)cc1OC	-1	13	0	-2	85	2	32	86	10	1.6	1

# Additional structures.
nr	canonical_smiles	Bim-Bfl-1	GSH bead fluor	Bim-Bcl-XL	Bcl-W Bim block	RGS4-Gao reg	Bim-Bcl-B	Avidin fluor	RGS7-Gao reg	ABCG2 inh	ABCB1 inh	Bcl-2 Bim block
41	Cc1[nH]cnc1CSCCN	-4	6	-8	4	89	-2	6	90	0	0.0	1
42	Cc1[nH]n(-c2ccc(F)cc2)c(=O)c1C=Nc1ccc(S(=O)(=O)N(C)C)cc1	-1	9	-4	-4	99	-6	6	95	22	0.8	-4
43	Cc1ccc(S(=O)(=O)CCSC(=N)N)cc1	-4	17	0	-1	101	-2	10	101	2	0.0	0
44	CCC12C(=O)C(CC)(C(c3ccccc3)=C1c1ccccc1)[C@@H]1C(=O)N(c3ccccc3)C(=O)C12 (stereo not given in full)	-3	12	-2	-4	95	-11	8	96	-5	-0.6	0
45	CCn1nc(C(=O)OC2CCOC2=O)c2ccccc2c1=O (stereo not given)	-3	17	-4	-7	96	-2	9	102	0	0.1	-7
46	COCCCNc1oc(-c2ccccc2OC)nc1C#N	0	17	0	-1	98	-5	37	98	3	0.6	-3
47	Cc1nc2cc(NC(=O)NCc3ccc4c(c3)OCO4)ccc2o1	0	14	-2	-1	96	0	10	96	3	0.4	1
48	O=C(c1n[nH]c2ccccc12)N1CCN(c2ccc(F)cc2)CC1	-4	15	-1	-1	104	0	9	?	2	0.2	0
49	CC1(C)Oc2ccc3ccc(=O)oc3c2/C(=C/NCCO)C1=O	-20	25	-10	-5	98	-13	11	100	16	0.8	-11
50	Cc1noc(C(=O)NCc2ccc(F)cc2)c1Cl	-16	19	-5	-1	102	-3	7	103	6	1.0	-8
51	Clc1ccc(Oc2nc(Oc3ccc(Cl)cc3)nc(N3CCOCC3)n2)cc1	-3	6	0	0	105	-3	11	104	7	1.8	-5
52	COc1ccc(S(=O)(=O)NCCSc2ccc(C)cc2)cc1OC	-11	60	-12	6	98	-5	8	97	3	0.6	0
53	CCCOC(=O)c1ccc(NC(=O)c2cnccn2)cc1	-10	11	-2	2	101	-9	10	99	3	0.4	-8
54	CCCOc1cccc(C(=O)N(Cc2ccc(OC)c(OC)c2)C2CCS(=O)(=O)C2)c1 (stereo not given)	-6	41	0	4	101	-5	12	99	1	-0.2	-4
55	COC(=O)CSc1nnc(CNC(=O)c2ccc(S(=O)(=O)N3CCCCC3)cc2)n1C	-13	11	-4	0	105	-6	15	100	1	0.3	-7
56	O=C(NCc1ccccc1)c1ccc(CN2CCOCC2)cc1	-3	6	-2	2	98	5	11	94	1	0.2	2

# Laid out differently: results already given.
# Every second line gives: Bim-Bfl-1	GSH bead fluor	Bim-Bcl-XL	Bcl-W Bim block	RGS4-Gao reg	Bim-Bcl-B	Avidin fluor	RGS7-Gao reg	ABCG2 inh	ABCB1 inh	Bcl-2 Bim block
[44] CCC12C(=O)C(CC)(C(c3ccccc3)=C1c1ccccc1)[C@@H]1C(=O)N(c3ccccc3)C(=O)C12 (stereo not given in full)
 : -3	12	-2	-4	95	-11	8	96	-5	-0.6	0
[45] CCn1nc(C(=O)OC2CCOC2=O)c2ccccc2c1=O (stereo not given)
 : -3	17	-4	-7	96	-2	9	102	0	0.1	-7
[46] COCCCNc1oc(-c2ccccc2OC)nc1C#N
 : 0	17	0	-1	98	-5	37	98	3	0.6	-3
[47] Cc1nc2cc(NC(=O)NCc3ccc4c(c3)OCO4)ccc2o1
 : 0	14	-2	-1	96	0	10	96	3	0.4	1
[48] O=C(c1n[nH]c2ccccc12)N1CCN(c2ccc(F)cc2)CC1
 : -4	15	-1	-1	104	0	9	?	2	0.2	0
[49] CC1(C)Oc2ccc3ccc(=O)oc3c2/C(=C/NCCO)C1=O
 : -20	25	-10	-5	98	-13	11	100	16	0.8	-11
[50] Cc1noc(C(=O)NCc2ccc(F)cc2)c1Cl
 : -16	19	-5	-1	102	-3	7	103	6	1.0	-8
[51] Clc1ccc(Oc2nc(Oc3ccc(Cl)cc3)nc(N3CCOCC3)n2)cc1
 : -3	6	0	0	105	-3	11	104	7	1.8	-5
[52] COc1ccc(S(=O)(=O)NCCSc2ccc(C)cc2)cc1OC
 : -11	60	-12	6	98	-5	8	97	3	0.6	0
[53] CCCOC(=O)c1ccc(NC(=O)c2cnccn2)cc1
 : -10	11	-2	2	101	-9	10	99	3	0.4	-8
[54] CCCOc1cccc(C(=O)N(Cc2ccc(OC)c(OC)c2)C2CCS(=O)(=O)C2)c1 (stereo not given)
 : -6	41	0	4	101	-5	12	99	1	-0.2	-4
[55] COC(=O)CSc1nnc(CNC(=O)c2ccc(S(=O)(=O)N3CCCCC3)cc2)n1C
 : -13	11	-4	0	105	-6	15	100	1	0.3	-7

# Compound activity as filed in PubChem.

# Not a hit list. Share with any hit: about 1.3%.
